Bioassay records (PubChem)
FEN1 inhibitor: qHTS Assay for the Inhibitors of Human Flap endonuclease 1 (FEN1) | Potency, µM (doses to about 114 µM), for the others: top-dose activity change, negative = inhibition, hits mostly inhibitors | 0.35% of 390,000 active | Recombinant FEN1 flap cleavage, fluorescence, 15 min | AID 588795, 2011 | P39748; also: nearly all actives have a fitted effect of over 65% in size
Target sequence (P39748 whole entry, looked up): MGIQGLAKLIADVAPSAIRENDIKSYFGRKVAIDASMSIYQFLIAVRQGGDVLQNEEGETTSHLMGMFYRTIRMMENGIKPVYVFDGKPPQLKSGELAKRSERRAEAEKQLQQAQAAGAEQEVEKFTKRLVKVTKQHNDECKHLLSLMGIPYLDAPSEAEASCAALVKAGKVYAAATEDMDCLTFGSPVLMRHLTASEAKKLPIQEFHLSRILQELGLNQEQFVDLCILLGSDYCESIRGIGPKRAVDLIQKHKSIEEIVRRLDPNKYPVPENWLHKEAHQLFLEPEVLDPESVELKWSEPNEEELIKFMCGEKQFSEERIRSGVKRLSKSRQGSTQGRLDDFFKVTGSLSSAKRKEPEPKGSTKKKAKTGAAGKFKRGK
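With each library titrated from low to high concentration, compounds met 10 nM FEN1 for 15 min at room temperature before 50 nM substrate was added; readings at 0 and 15 min fed four-parameter Hill curve fits.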
N370S GC mod: qHTS Assay for Inhibitors and Activators of N370S glucocerebrosidase as a Potential Chaperone Treatment of Gaucher Disease; Lysosomal acid glucosylceramidase (Homo sapiens), P04062; N370S GC spleen homogenate, 4MU-glucoside fluorescence; Potency, µM (doses to about 59.4 µM), for inactives: at the highest dose activity change, negative = inhibition, usual class: inhibitors; 0.092% of 330,000 active; AID 2101, 2009;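 also: 0% = full enzyme activity and -100% = no enzyme basal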
TDP1 cell CPT: qHTS for Inhibitors of human tyrosyl-DNA phosphodiesterase 1 (TDP1): qHTS in cells in presence of CPT; chicken DT40 Tdp1-/-;hTDP1 cells + 20 nM CPT, ATP luminescence, 48 h; Potency, µM (highest dose often 46.2 µM), inactives show top-dose activity change, negative = growth inhibition, actives largely listed as inhibitors; 12% of 420,000 active; AID 686979, 2013; also: nearly all actives have a fitted effect of over 55% in size
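Chicken DT40 Tdp1-/- cells complemented with human TDP1, 400 cells/well, exposed to compounds plus 20 nM camptothecin for at least 48 h at 37 C; viability read as ATP content by CellTiter-Glo luminescence.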
The depositor's hits bear a star; ? = inconclusive; · = not tested or not shown; & = joins results of further samples; ! = not confirmed by another sample; [ ] = dose if it differs, or a comment. Calls follow the shape of the dose curve; as a rule, active = well fitted curve in the direction sought with a large enough effect; inconclusive = small, poorly fitted or top-dose-only effect, or another doubt; inactive = no such curve, though single readings can be large; an effect the other way counts as inactive or inconclusive. Unless noted, % is scaled to controls: 0 for no effect and ±100 for the full control effect; potency is read from the fitted curve at half-maximal effect. A portion of the library; rates above refer to the full screens.

| item | structure | TDP1 cell CPT | FEN1 inhibitor | N370S GC mod |
| --- | --- | --- | --- | --- |
| 1 | CCn1c(CNc2ccc(F)cc2)nnc1SCC(=O)OC1CCCCC1 | ? | 8% | -6% |
| 2 | CCCN1C(=O)C(Cc2nc3ccccc3c(=O)n2-c2ccccc2)c2cc(C)ccc21 (stereo unspecified) | 16µM*! | -6%&-13% | 17% |
| 3 | O=C(NCCCN1CCOCC1)c1cccc(S(=O)(=O)Nc2ccc(F)cc2)c1 | -10% | -1% | · |
| 4 | FC(F)(F)c1nnc2ccc(Cl)nn12 | 7% | 18% | 17% |
| 5 | COc1cc(NC(=O)c2nc(-c3ccncc3)no2)cc(OC)c1OC | -28% | 0% | · |
| 6 | CCN(CC)CCN1C(=O)C(=O)/C(=C(/O)c2ccc3c(c2)CC(C)O3)C1c1ccc(OC)cc1 (stereo unspecified) | ? | -12% | 4% |
| 7 | COc1cc(/C=N/Nc2nncn2N)ccc1OCc1c(C)no[n+]1[O-] | ? | -10% | -2% |
| 8 | Cc1ccc2cn[nH]c2c1N | 0% | -16% | 0% |
| 9 | CCc1c(C)nc(N2CCN(Cc3ccc4c(c3)OCO4)CC2)[nH]c1=O | -27% | -7% | -10% |
| 10 | COc1cc(/C=C(\NC(C)=O)C(=O)NC(C)(C)CC(C)(C)C)ccc1OC(C)=O | -16% | 7% | -10% |
| 11 | COc1ccc(C(c2nnnn2Cc2ccccc2)N2CCN(C(=O)c3ccco3)CC2)cc1 (stereo unspecified) | -21% | 2% | -1% |
| 12 | CC(=O)OC1COC(OC(C)=O)CO1 (stereo unspecified) | -21% | 9% | · |
| 13 | Cc1ccc2c(CNCc3cccc(Cl)c3)c(C(=O)O)n(Cc3ccc(F)cc3Cl)c2c1 | 3.3µM* | -16% | · |
| 14 | CCC1(C)Cc2c(sc3nnn(CC(=O)Nc4ccc(C)cc4)c(=O)c23)CO1 (stereo unspecified) | ? | -8% | -6% |
| 15 | Cc1cccc(NS(=O)(=O)c2nnc(NC(=O)c3cccc(C)c3)s2)c1 | ? | -18%&0% | -7% |
| 16 | COc1cccc(CNC(=O)c2ccc(NS(=O)(=O)c3ccc4[nH]c(=O)[nH]c4c3)cc2)c1 | 17% | ? | · |
| 17 | O=C1CCCN2N=C(SCC(=O)Nc3ccc(F)cc3F)SC2=N1 | ? | -4% | -1% |
| 18 | CN(Cc1cccc(F)c1)C(=O)CSc1nnnn1C1CC1 | -2% | 11% | -5% |
| 19 | CCC1CCCCN1C(=O)Cn1c(=O)oc2ccccc21 (stereo unspecified) | -2% | 6% | 10%[2.35 µM] |
| 20 | COc1ccc(/C=N/NC(=S)NC2CCS(=O)(=O)C2)cc1OC (stereo unspecified) | -8% | -10% | -1% |
| 21 | CCOC(=O)N1CCC(NC(=O)Cn2ncc3c4ccccc4n(C)c3c2=O)CC1 | -24% | 0% | 4% |
| 22 | O=C(Nc1ccc2ccccc2c1[N+](=O)[O-])c1ccccc1 | ? | 0% | · |
| 23 | Cc1cc(N/N=C/c2ccccc2Br)nc2ccccc12 | ? | -16% | 26% |
| 24 | Cc1ccc(C(=O)CN(Cc2ccccc2)C2=NCCS2)cc1 | ? | -13% | 3% |
| 25 | CCOC(=O)N1CCN(Cc2nc3cc(NC(=O)C(C)C)ccc3n2C(C)C)CC1 | 5.2µM* | -10% | · |
| 26 | Cc1c(C)n(C(=O)CSc2ncn[nH]2)c2ccccc12 | -22% | -12% | 0% |
| 27 | O=C(NCc1n[nH]c(=S)n1-c1ccc(Br)cc1)c1ccc(S(=O)(=O)N2CCCCC2)cc1 | 7% | -1% | -4% |
| 28 | CCN(C(=O)COc1cc(=O)n(CC)c2ccccc12)c1cccc(Cl)c1 | 15µM* | 3% | -2% |
| 29 | Cc1ccc(Cl)cc1Nc1nc2ccccc2c2nncn12 | ? | 12% | · |
| 30 | COC(=O)c1cccc(NC(=O)COC(=O)CSc2nc(C)cc(C)n2)c1 | -6% | -16% | -19% |
| 31 | Cc1ccc(S(=O)(=O)N2CCN(CC(=O)N/N=C\C(Cl)=C\c3ccccc3)CC2)cc1 | ? | -1% | -2% |
| 32 | COCC(C)n1c(=O)sc2ccccc2c1=O (stereo unspecified) | -12% | 0% | 8% |
| 33 | COC(=O)c1ccc(CN2CCC(n3nccc3NC(=O)C3CCCC3)CC2)cc1 | ? | -6% | -18% |
| 34 | C=CCOc1ccc(C(=O)Nc2ccccc2C(=O)N2CCCC2)cc1 | -2% | -2% | 0% |
| 35 | O=C(NCCCl)Nc1cccnc1Cl | 6% | 3% | 8% |
| 36 | Cc1cccc(NCN2C(=O)c3ccncc3C2=O)n1 | -13% | 3% | 0% |
| 37 | CS(=O)(=O)N1CCC(C(=O)Nc2ccc(F)cc2F)CC1 | -1% | -1% | -15% |
| 38 | O=C(NCc1ccccc1)C1=C[C@@H](c2ccccc2)C[C@@H](OCCCCO)O1 | ? | 8% | · |
| 39 | COc1ccc(CCN(C)C(=O)C2CCN(Cc3ccccc3)CC2)cc1OC | 0% | 0% | -12% |
| 40 | CCOC(=O)c1c(C)[nH]c(C)c1C(=O)CSc1nnc(-c2ccco2)n1Cc1ccccc1 | ? | -5% | 4% |
| 41 | CCCCOC(=O)c1ccc(NC(=S)N2CCN(c3ncc4c(=O)c(C(=O)O)cn(CC)c4n3)CC2)cc1 | ? | ? | 1% |
| 42 | Cc1nnc(SCC(=O)Nc2ccccc2)c2ccccc12 | -6% | -7% | 5% |
| 43 | Cc1cc(=O)oc2cc(NC(=O)c3cccc(F)c3)ccc12 | -2% | 9% | 1% |
| 44 | COCCn1c(SCc2ccccc2F)nc2c([nH]c3ccccc32)c1=O | ? | 7% | · |
| 45 | COc1ccc(CNC(=O)C2CCCN2S(=O)(=O)c2ccc(S(=O)(=O)N(C)C)cc2)cc1 (stereo unspecified) | -21% | 12% | 10% |
| 46 | COc1ccccc1CCC(=O)Nc1cc(S(=O)(=O)N2CCOCC2)ccc1N1CCCC1 | ? | -3% | -1% |
| 47 | COc1cccc(-c2nc3ccccc3s2)c1 | -18% | -2% | · |
| 48 | CCOC(=O)C1=C(COC(=O)COc2ccccc2C#N)NC(=O)NC1C (stereo unspecified) | 2% | 0% | -2% |
| 49 | O=C(NCCc1c[nH]c2ccccc12)/C(=C/c1cccnc1)NC(=O)c1cccs1 | 2% | -14% | -6% |
| 50 | O=C(CSc1ccc2nnc(CCNC(=O)c3ccccc3)n2n1)NC1CCCC1 | -3% | -1% | ? |
| 51 | C/C(CC(=O)NCc1ccco1)=N\NC(=O)CC#N | 0% | -3% | -13% |
| 52 | O=C(c1cccs1)N1CCCC(c2nc3c(nnn3Cc3c(Cl)cccc3Cl)c(=O)[nH]2)C1 (stereo unspecified) | ? | -21% | 0% |
| 53 | c1ccc(CCN=C2CCCc3c2[nH]c2ccccc32)cc1 | 14% | 9% | -4% |
| 54 | Cc1nc(-c2ccccc2)nc(-c2ccccc2)n1 | -26% | -16% | -15% |
| 55 | O=C(CSc1nnc(Nc2ccccc2F)s1)NCC1CCCO1 (stereo unspecified) | -5% | -12% | · |
| 56 | Cc1ccc(S(=O)(=O)NC2CCC(C(=O)O)CC2)cc1 (stereo unspecified) | -8% | 6% | · |
| 57 | COc1cccc(OC)c1OCCCOc1ccc(C)cc1Br | -21% | -2% | 5% |
| 58 | COc1cccc(C(=O)Nc2ccc(NC(=O)Cc3ccccc3)cc2)c1 | 2% | 6% | -8% |
| 59 | COc1cccc(-c2ccc3ncnc(NCc4cccc(C)c4)c3c2)c1 | · | -22% | -7% |
| 60 | CCc1nn2c(=O)cc(COc3ccc(/C=C4\C(=N)N5N=C(CC(C)C)SC5=NC4=O)cc3)nc2s1 | 0% | -16% | 7% |

3 consecutive records out of the list so far, for reference:
| item | structure | TDP1 cell CPT | FEN1 inhibitor | N370S GC mod |
| --- | --- | --- | --- | --- |
| 53 | c1ccc(CCN=C2CCCc3c2[nH]c2ccccc32)cc1 | 14% | 9% | -4% |
| 54 | Cc1nc(-c2ccccc2)nc(-c2ccccc2)n1 | -26% | -16% | -15% |
| 55 | O=C(CSc1nnc(Nc2ccccc2F)s1)NCC1CCCO1 (stereo unspecified) | -5% | -12% | · |

(continued)
| item | structure | TDP1 cell CPT | FEN1 inhibitor | N370S GC mod |
| --- | --- | --- | --- | --- |
| 61 | Cc1ccc(S(=O)(=O)n2c([N+](=O)[O-])cnc2C)c(C)c1C | ? | 13% | -15% |
| 62 | CCOc1ccc(C(=O)NCC(=O)OCCCOC(=O)CNC(=O)c2ccc(OCC)cc2)cc1 | 8% | 5% | ? |
| 63 | Cc1cc(C(=O)NCCC(c2ccccc2)c2ccccc2)c(C)o1 | 18µM* | 3% | -7% |
| 64 | CN1CCN(c2ccc(CNC(=O)c3ccc4c(c3)OCCO4)cc2)CC1 | -11% | 18% | 2% |
| 65 | CN(C)C(=O)c1cc(C(=O)c2ccc(Cl)cc2Cl)c[nH]1 | -29% | 3% | -15% |
| 66 | CC(=O)NC(Cc1ccccc1)c1ccc2c(c1)OCCCO2 (stereo unspecified) | -4% | 0% | -4% |
| 67 | Cc1ccc(NC(=O)N2CCCC2C(=O)Nc2nnc(C(C)C)s2)cc1 (stereo unspecified) | 12% | 12% | 4% |
| 68 | CCOC(=O)c1c(NC(=O)C2c3ccccc3Oc3ccccc32)sc2c1CCC(CC)C2 (stereo unspecified) | 1% | -20% | · |
| 69 | CC(=O)c1nn(-c2ccc(OC(F)(F)F)cc2)nc1Nc1ccccc1 | -16% | 5% | · |
| 70 | Cc1nc2ccc(S(=O)(=O)CCC(=O)Nc3ccc(F)cc3C)cc2s1 | ? | 2% | · |
| 71 | CCOC(=O)CN(C(=O)CSc1nnc(C)n1-c1ccccc1)c1ccccc1 | 3% | 1% | -2% |
| 72 | O=C(NC(=S)NCCN1CCOCC1)c1ccccc1Cl | -28% | 0% | 4% |
| 73 | CC1CN(C(=O)COc2ccc3c(-c4ccccc4)cc(=O)oc3c2)CC(C)O1 (stereo unspecified) | -26% | -8% | · |
| 74 | CCOC(=O)c1c(Nc2ccccc2)sc(/C=C2\C=Nc3ccccc32)c1O | 21µM* | 0% | -1% |
| 75 | CN(C)S(=O)(=O)c1cccc(NC(=O)COC(=O)c2cccc(S(=O)(=O)N3CCc4ccccc4C3)c2)c1 | ? | -8% | -3% |
| 76 | COC(=O)C1=C(C)N(c2ccc(C(=O)OC)cc2)C(=O)C1 | ? | 7% | -14% |
| 77 | O=C(NC1CCCCCCC1O)c1ccccc1 (stereo unspecified) | -15% | -4% | · |
| 78 | CC(=O)NS(=O)(=O)c1ccc2c(c1)C(=O)c1cc(S(=O)(=O)NC(C)=O)ccc1-2 | 13% | 6% | -12% |
| 79 | COc1ccccc1Cn1c(=O)oc2ccc(C)cc21 | -9% | 5% | 0% |
| 80 | O=C(NNC1CC(=O)N(c2ccc3c(c2)OCCO3)C1=O)c1ccc(Cl)cc1 (stereo unspecified) | 0% | 0% | -1% |
| 81 | CCn1c(SCC(=O)Nc2ccccc2N2CCCCC2)nc2c1c(=O)n(C)c(=O)n2C | 18µM* | ? | ? |
| 82 | Cc1ccc(C(=O)NCCCNC(=O)c2ccccn2)cc1 | 11% | -2% | -1% |
| 83 | O=C(Cc1ccc(F)cc1)Nc1cccc(-c2nc3cccnc3s2)c1 | -10% | -6% | · |
| 84 | CCn1c(SCC(=O)N2CCCC2)nc2c(c1=O)SCC2 | -16% | 15% | 5% |
| 85 | COC(=O)c1c(C)[nH]c(O)c1C=Nc1ccc(C(C)C)cc1 | ? | -16% | 19% |
| 86 | c1ccc2c(c1)CCN(CCCNc1nc3ccccc3n3cnnc13)C2 | -18% | 17% | -2% |
| 87 | CCN(C(=O)COC(=O)CCn1c(C)csc1=O)c1c(N)n(Cc2ccccc2)c(=O)[nH]c1=O | -7% | -3% | · |
| 88 | COc1ccc(OC)c(S(=O)(=O)N2CCN(C)CC2c2ccccc2)c1 (stereo unspecified) | -7% | 5% | · |
| 89 | Cc1ccc(OCCC(=O)OCC(=O)NCc2ccccc2)cc1 | 0% | 1% | 1% |
| 90 | COC(=O)[C@@H]1C[C@@H]2CC[C@@H](O)C[C@@H]2N1Cc1ccc(N2CCN(C)CC2)cc1 | -19% | 16% | -4%&-2% |

One compound at a time (already shown).
Entry for O=C(NNC1CC(=O)N(c2ccc3c(c2)OCCO3)C1=O)c1ccc(Cl)cc1 (stereo unspecified) : TDP1 cell CPT = 0%; FEN1 inhibitor = 0%; N370S GC mod = -1%
Entry for CCOc1ccc(C(=O)NCC(=O)OCCCOC(=O)CNC(=O)c2ccc(OCC)cc2)cc1 : TDP1 cell CPT = 8%; FEN1 inhibitor = 5%; N370S GC mod = ?
Entry for CC(=O)c1nn(-c2ccc(OC(F)(F)F)cc2)nc1Nc1ccccc1 : TDP1 cell CPT = -16%; FEN1 inhibitor = 5%; N370S GC mod = ·
